DRD3 agonist: D3 dopamine receptor (human) agonism. AID 652048. P35462. 0.58% of 410,000 active. D3R DiscoveRx beta-arrestin cells, luminescence, 90 min. max activation, %; in the data active means max activation above about 30%; further: 0% is about no effect; mostly tested at two doses, the higher about 12 µM
Target sequence (P35462 whole entry, looked up): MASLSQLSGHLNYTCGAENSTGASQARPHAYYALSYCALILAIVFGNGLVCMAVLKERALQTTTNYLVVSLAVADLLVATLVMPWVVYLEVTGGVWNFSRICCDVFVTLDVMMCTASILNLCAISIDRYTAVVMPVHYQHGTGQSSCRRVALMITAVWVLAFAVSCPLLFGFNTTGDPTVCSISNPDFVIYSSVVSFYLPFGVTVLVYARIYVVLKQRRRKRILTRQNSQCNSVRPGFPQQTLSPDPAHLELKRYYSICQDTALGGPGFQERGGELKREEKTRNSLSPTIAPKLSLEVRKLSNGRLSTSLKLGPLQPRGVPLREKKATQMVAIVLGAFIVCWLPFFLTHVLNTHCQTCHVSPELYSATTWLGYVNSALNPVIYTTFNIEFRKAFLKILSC
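Cells at 1500/well, incubated overnight, then treated with pinned compounds (dopamine as control) for 90 min at 37 degrees C. DiscoveRx reagent added for 30 - 60 minutes at room temperature; luminescence read.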
HEK293 tox: cytotoxicity in counter-screen for GLP-1R inverse agonists | HEK293 cAMP-luciferase reporter cells, luminescence, 24 h | Potency, µM (titrated, usually from 38.3 µM), for the others: at the highest dose activity change, negative = inhibition, hits mostly inhibitors | 0.13% of 410,000 active;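 further: loss of luciferase light is scored as toxicity; potency means the concentration at half of the fitted maximal effect; on the % scale 0 is the no-effect control and ±100 the full control effect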
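Quantitative HTS format, 1536 wells, 200 cells/uL seeded. Compounds: 23 nL, 24 h, 37 °C. Detection: luciferase reagent, luminescence at 12 min RT; decreased signal taken as cytotoxic.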
KB-3-1 cytotox: kills parental KB-3-1 adenocarcinoma cells; KB-3-1 viability, CellTiter-Glo ATP luminescence, 72 h; Potency, µM (series often up to 46.1 µM), without a hit: at the highest dose activity change, negative = cytotoxic, hits mostly cytotoxic; 1.4% of 400,000 active; further: potency means the concentration at half of the fitted maximal effect; on the % scale 0 is the no-effect control and ±100 the full control effect; nearly all actives have a fitted effect of over 60% in size
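Using CellTiter-Glo luminescence, growth of non-resistant KB-3-1 adenocarcinoma cells is assessed 72 h after pin-tool compound addition at 37 °C. Normalized responses across the concentration series yield fitted curves.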
HT1080 IDH1KD tx: toxicity to HT-1080 IDH1 knockdown cells (counter line) | HT-1080 IDH1 knockdown viability, ATP luminescence, 48 h | Potency, µM (highest dose often 46.1 µM), without a hit: top-dose activity, negative = toxicity, usual class: cytotoxic | 2% of 360,000 active | AID 686971;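 further: potency means the concentration at half of the fitted maximal effect; 0% = DMSO wells and -100% = cell-free medium wells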
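Cytotoxicity counter-line: IDH1KD HT-1080, 48 h, CellTiter-Glo. Curves classed by r2, magnitude and activity.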
MCF10A rereplic: induces DNA re-replication in MCF 10a normal breast cells; Potency, µM (top dose mostly 46.1 µM), without a hit: at the top dose activity, positive = re-replication, hits mostly activators; MCF 10A DNA re-replication, Hoechst nuclear intensity, 48 h; AID 624296; 2.9% of 350,000 active; further: potency means the concentration at half of the fitted maximal effect; % of control where 0% means no effect; nearly all actives have a fitted effect of over 50% in size
SW480 rerep: DNA re-replication induction in SW480 cells. Potency, µM (doses to about 46.1 µM), for inactives: top-dose re-replication activation, most hits filed as activators. SW480 DNA re-replication, Hoechst DNA content imaging, 48 h. AID 624297. 1.8% of 340,000 active; further: potency means the concentration at half of the fitted maximal effect; % of control where 0% means no effect; nearly all actives have a fitted effect of over 55% in size
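Quantitative HTS format with DMSO vehicle controls; 48 hr drug incubation at 37 C, then 40 min Hoechst staining and scanning imager measurement at 405 nm excitation.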
HT1080-NT tox: kills 2HG-producing HT-1080-NT fibrosarcoma cells; HT-1080-NT fibrosarcoma viability, CellTiter-Glo ATP luminescence, 48 h; Potency, µM (doses to about 46.1 µM), without a hit: at the highest dose activity, negative = less viability, hits mostly cytotoxic; 1.6% of 360,000 active; AID 686970;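 further: NT is the 2HG producing partner of a matched IDH1 knockdown line; potency means the concentration at half of the fitted maximal effect; 0% = DMSO-treated cells and -100% = media-only wells without cells; nearly all actives have a fitted effect of over 55% in size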
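Compounds were tested in concentration-response format on HT-1080-NT cells for 48 hours at 37 degrees C. Cell viability came from CellTiter-Glo luminescence; curves were classified by r2, response magnitude and activity.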
KB-V1 cytotox: KB-V1 MDR subline cytotoxicity; AID 1347076; 3.4% of 400,000 active; KB-V1 MDR cells viability, CellTiter-Glo, 72 h; Potency, µM (highest dose often 46.1 µM), without a hit: at the highest dose activity change, negative = cytotoxicity, actives largely listed as cytotoxic; further: potency means the concentration at half of the fitted maximal effect; on the % scale 0 is the no-effect control and ±100 the full control effect; nearly all actives have a fitted effect of over 60% in size
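KB-V1, DMEM (no phenol red) + 10% FBS; cpd pin-transferred, titration series; 72 h, 37 degrees C; CellTiter-Glo, luminescence. Data normalized, curve-fit.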
IL1B secr inh: inhibitors of inflammasome signaling (IL-1 beta secretion) | THP-1 LPS/ATP IL-1B secretion, AlphaLISA, 16 h; hits give low values | activity change, % at 57.5 µM | 4.7% of 360,000 active | AID 743279; in the data active means activity change below about -50%; inconclusive means mostly about -30% to -49%; further: on the % scale 0 is the no-effect control and ±100 the full control effect
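Secreted IL-1B measured by AlphaLISA bead assay after 16 h compound exposure of THP-1 cells; compounds (final up to 57.5 uM) added 1 h before LPS (250 ng/mL) and ATP (1.25 mM) stimulation; lower signal means less secretion.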
Starred values were filed as active, the others as inactive; ? = inconclusive; · = no result given; [ ] = remark or other dose. Unless noted, the call rests on the fitted dose curve; in most records, active means well fitted curve in the direction sought with a large enough effect; inconclusive means small, poorly fitted or top-dose-only effect, or another doubt; inactive means no such curve, though single readings can be large; an effect the other way counts as inactive or inconclusive. Outcome played no part in choosing rows (roughly 11% active in at least one column).

SMILES	DRD3 agonist	HEK293 tox	KB-3-1 cytotox	HT1080 IDH1KD tx	MCF10A rereplic	SW480 rerep	HT1080-NT tox	KB-V1 cytotox	IL1B secr inh
NS(=O)(=O)c1ccc(NC(=S)Nc2ccc(OCc3ccccc3)cc2)cc1	9	1%	-4%	12%	-10%	-15%	9%	17%	-9
COc1ccccc1-n1nnnc1SCC(=O)N(CC(C)C)C1CCS(=O)(=O)C1 (stereo not drawn)	7	5%	19%	2%	-1%	-2%	5%	9%	0
CC1C(=O)Nc2ccccc2N1C(=O)C1CC1 (stereo not drawn)	-10	3%	8%	2%	-10%	5%	12%	15%	-13
Cc1ccc(S(=O)(=O)N2C3CCCCC3O[C@H]2CC(=O)c2cccs2)cc1 (stereo partly drawn)	-2	-26%	-19%	?	·	·	-25%	?	-4
CC(=O)c1ccc(NC(=O)CSc2nc(-c3cccc(F)c3)nc3c2c(=O)n(C)c(=O)n3C)cc1	-12	3%	7%	·	·	·	·	28%	·
CCOc1ccc(-n2c(Cc3ccccc3)nnc2SCc2nc(-c3cccs3)no2)cc1	-6	0%	0%	·	·	·	·	?	·
Cc1cccc(NC(=O)CCC(=O)N/N=C/c2ccco2)c1C	3	-15%	5%	10%	1%	20%	-1%	-29%	0
Cc1cccc(-c2noc(Cc3ccccc3)n2)c1	4	3%	9%	?	-3%	-5%	4%	9%	-9
Cc1cc(C)n(CC(=O)NC2CCCN(Cc3ccc(Cl)cc3)C2)n1 (stereo not drawn)	-18	0%	-6%	-12%	-3%	?	-4%	6%	4
O=C(CCSc1ccccc1)Nc1nc2c(s1)CCCC2	5	1%	6%	?	?	1%	-11%	26µM*	-4
CC1(C(=O)NCc2ccc(Cl)cc2)CCN1C(=O)Cc1ccc(Cl)cc1Cl (stereo not drawn)	2	-2%	0%	-17%	·	·	-15%	5%	-21
Cc1cccc(NC(=S)N2CCN(c3cc(C)ccc3C)CC2)c1	2	-16%	7%	9%	3%	-3%	1%	?	9
CC(C)NC1(C#N)CCN(Cc2ccccc2)CC1	-3	-1%	0%	4%	-1%	-2%	4%	28%	3
COc1cc(OC)cc(C(=O)N2CCN(Cc3ccccc3[N+](=O)[O-])CC2)c1	-6	-1%	-1%	0%	-2%	3%	-8%	?	-10
COc1ccc(-n2nc(C(=O)Nc3ccc(Cl)cn3)c3c4ccccc4n(C)c3c2=O)cc1	5	-13%	2%	·	·	·	·	?	·
Cc1ccccc1CSCc1ccc(C(=O)NCCc2ccccc2)o1	-2	5%	-15%	·	·	·	·	-10%	·
O=C(Cc1cccc2ccccc12)Nc1ccc(-c2cc3ccccc3oc2=O)cc1	-9	9%	21%	-29%	?	10%[9.22 µM]	-8%	10%	30
C=CC(=O)N1C/C=C\C(c2ccc(OC)cc2)N(Cc2ccc(F)cc2)C(=O)C1 (stereo not drawn)	-2	?	-12%	-3%	0%	-9%	-8%	-10%	-61*
O=C1CN(CC(=O)N2CCCCC2)c2ccccc2O1	2	-27%	-6%	-1%	?	?	2%	-1%	27
C[C@H](CO)N1C[C@H](C)[C@H](CN(C)C(=O)c2ccccc2)OCc2cnnn2CCCC1=O	1	2%	14%	-3%	·	·	4%	11%	6
CCN(CC)CCn1cnc2c1c(=O)[nH]c(=O)n2Cc1ccccc1	3	-2%	1%	2%	1%	?	5%	33%	-3
CCOc1ccc(OCCSc2nc3ccccc3o2)cc1	3	-4%	5%	12%	26%	-2%[9.22 µM]	?	1%	-5
COc1ccc(Cl)cc1C(=O)OCC(=O)c1ccc[nH]1	-1	1%	20%	0%	0%	8%	9%	0%	?
COc1ccc(C(=O)c2cn(Cc3ccc(F)cc3)c3ccc(C)cc3c2=O)cc1	6	-13%	-10%	·	·	·	·	-12%	·
CC(C(=O)NCC1CCCO1)N(C(=O)c1snc(C(N)=O)c1N)c1ccccc1 (stereo not drawn)	-10	4%	-1%	1%	0%	0%	3%	-3%	-8

Other entries.
SMILES	DRD3 agonist	HEK293 tox	KB-3-1 cytotox	HT1080 IDH1KD tx	MCF10A rereplic	SW480 rerep	HT1080-NT tox	KB-V1 cytotox	IL1B secr inh
CC(NC(=O)c1cccs1)C(S)c1ccccc1 (stereo not drawn)	-10	-10%	2%	1%	-23%	-41%[inhibitor][1.84 µM]	1%	-3%	-2
COc1ccc(N(C(=O)c2cccnc2)S(=O)(=O)c2ccc3c4c(cccc24)C(=O)N3C)cc1	12	-15%	-13%	?	?	-6%	?	16µM*	-28
Cc1c(NC(=O)c2cnc(Cl)c(Cl)c2)c(=O)n(-c2ccccc2)n1C	-1	-1%	9%	-1%	5%	-3%	8%	-10%	1
CC1C(=O)Nc2ccccc2N1C(=O)c1ccc(F)cc1F (stereo not drawn)	20	0%	0%	-2%	-1%	0%	-1%	-10%	10
COc1ccc2c(c1)OC(O)(C(F)(F)F)CC2=O (stereo not drawn)	-5	12%	2%	10%	5%	-6%	-1%	0%	5
Cc1ccc(C)c(CC(=O)N2CCCC(c3cc(C(=O)Nc4ccccc4Cl)no3)C2)c1 (stereo not drawn)	-1	-1%	1%	-20%	·	·	-19%	?	0
COc1ccc(CCn2c(=N)c(C(=O)NCC3CCCO3)cc3c(=O)n4ccccc4nc32)cc1OC (stereo not drawn)	1	-8%	-11%	-4%	3%	?	-19%	0%	?
Cc1ccc(-c2n[nH]c(=O)c3ccccc23)cc1S(N)(=O)=O	-5	-11%	0%	-3%	?	2%	7%	-21%	5
Cc1c(C(=O)N/N=C/c2cccs2)nc2ccccn12	-1	-18%	6%	21%	-6%	-3%	10%	-4%	8
CCCC(=O)NC(c1ccco1)c1c(O)ccc2ccccc12 (stereo not drawn)	-5	-9%	0%	?	?	2%	-21%	-18%	10
CC(=O)Nc1cc(-c2nn3c(C)nnc3s2)ccc1C	5	-16%	3%	12%	0%	-7%	8%	12%	13
CC12CCC(C(=O)Nc3ccncc3)(CC1O)C2(C)C (stereo not drawn)	-2	5%	-2%	-2%	-2%	-14%	6%	3%	15
CC(C)OC(=O)CC1C(=O)NCCN1C(=S)NC(=O)c1ccccc1 (stereo not drawn)	2	0%	1%	2%	6%	?	-2%	-1%	-5
CC(c1ccccc1)N1C(=O)C2C3CCC(C3)C2C1=O (stereo not drawn)	2	-10%	0%	15%	0%	·	11%	4%	-1
CC1CCCC(C)N1C(=O)COC(=O)CNC(=O)c1sc2ccccc2c1Cl (stereo not drawn)	-1	16%	-8%	0%	0%	-1%	-11%	0%	21
O=[N+]([O-])c1ccc(Cc2ccccn2)cc1	-6	-3%	-8%	3%	1%	-8%	6%	1%	25
COC(=O)c1ccc(/C=N/NC(=O)CNc2cccc(C)c2)cc1	5	23%[7.66 µM]	8%	0%	?	-4%	1%	0%	-3
CC(=O)N1c2ccc(S(=O)(=O)N3CCC(C(=O)NC4CCCCC4)CC3)cc2CC1C (stereo not drawn)	1	-6%	9%	2%	-1%	-11%	2%	-20%	70
Nc1ccc(Sc2ccc([N+](=O)[O-])cc2)cc1	-3	6%	1%	0%	0%	10%	-5%	-2%	-70*
Cc1nn(-c2ccc([N+](=O)[O-])cc2)c(N)c1-c1ccccc1	-13	1%[0.307 µM]	-2%	-8%	0%	-2%	-26%	-21%	?
COc1cc(C2c3c(-c4ccccc4O)n[nH]c3C(=O)N2Cc2ccco2)ccc1OCC(C)C (stereo not drawn)	2	-21%	?	·	·	·	·	?	·
Cn1cccc1CNC(=S)Nc1cc(F)cc(F)c1	0	13%	2%	11%	-2%	?	9%	-3%	15
COc1ccc(C2C(C(C)=O)=C(O)C(=O)N2CCCn2ccnc2)cc1 (stereo not drawn)	2	6%	15%	-6%	-8%	-3%	4%	2%	20
CC1(c2ccc3ccccc3c2)NC(=O)N(CC(=O)Nc2cccc(S(=O)(=O)N3CCOCC3)c2)C1=O (stereo not drawn)	2	-8%	?	0%	?	9%	-5%	0%	?
Cc1ccc(Oc2coc3cc(O)ccc3c2=O)cc1	3	-2%	21%	1%	-10%	-13%	5%	23%	0

Other records follow.
SMILES	DRD3 agonist	HEK293 tox	KB-3-1 cytotox	HT1080 IDH1KD tx	MCF10A rereplic	SW480 rerep	HT1080-NT tox	KB-V1 cytotox	IL1B secr inh
CC1(C(=O)NS(=O)(=O)c2cccc(F)c2)CCN1C(=O)c1ccco1 (stereo not drawn)	-10	1%	0%	16%	·	·	14%	-2%	9
c1ccc(COc2ccc(-c3cc4nc(NCCCn5ccnc5)ccn4n3)cc2)cc1	-8	-7%	0%	?	·	·	?	0%	-15
C=CCNC(=S)N(CC)c1cccc2ccccc12	6	2%	-17%	0%	-3%	-94%[inhibitor]	-22%	-33%	36
CCCc1cc(=O)[nH]c(SCC(=O)Nc2ccc3c(c2)CCC3)n1	-2	-17%	0%	7%	5%	-11%	3%	19%	1
COc1ccc(C(=O)NCCNc2ccc([N+](=O)[O-])cc2)cc1OC	-14	-5%	15%	-21%	2%	6%	-15%	0%	10
O=C(c1cccs1)N1CCC(c2nc3c(nnn3Cc3ccccc3)c(=O)[nH]2)CC1	3	-10%	1%	5%	2%	-6%	15%	?	13
NC1=NC2OC(CO)C(O)C2O1 (stereo not drawn)	5	3%	11%	0%	·	·	-2%	11%	-20

Quoted at random: 4 entries already listed, in no set order.
SMILES	DRD3 agonist	HEK293 tox	KB-3-1 cytotox	HT1080 IDH1KD tx	MCF10A rereplic	SW480 rerep	HT1080-NT tox	KB-V1 cytotox	IL1B secr inh
O=C(c1cccs1)N1CCC(c2nc3c(nnn3Cc3ccccc3)c(=O)[nH]2)CC1	3	-10%	1%	5%	2%	-6%	15%	?	13
COc1ccc(C(=O)NCCNc2ccc([N+](=O)[O-])cc2)cc1OC	-14	-5%	15%	-21%	2%	6%	-15%	0%	10
NC1=NC2OC(CO)C(O)C2O1 (stereo not drawn)	5	3%	11%	0%	·	·	-2%	11%	-20
CC1(C(=O)NS(=O)(=O)c2cccc(F)c2)CCN1C(=O)c1ccco1 (stereo not drawn)	-10	1%	0%	16%	·	·	14%	-2%	9
